High-throughput results (PubChem BioAssay)
MsrA inh: inhibits bovine methionine sulfoxide reductase A. purified bovine MsrA, absorbance read-out. inhibition, % at 15.5 µM. hit rate 0.75% among 360,000; in the data active = inhibition above about 4.5%;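 also: 0% = vehicle wells with enzyme and 100% = reference inhibitor wells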
MsrA act: activates bovine MsrA enzyme; purified bovine MsrA, absorbance read-out; activation, % at 10.6 µM; hit rate 0.3% among 360,000; AID 602163; in the data active = activation above about 7.5%;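 also: 0% = vehicle and 100% = reference activator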
TbMetRS inhib: blocks T. brucei methionyl-tRNA synthetase activity; purified T. brucei MetRS, ATP depletion, Kinase-Glo luminescence; inhibition, % at 11.9 µM; hit rate 0.4% among 360,000;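 active = inhibition above a per-plate cutoff of the control wells' mean inhibition plus 3 SD, cut at about 5.5% in these data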;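 also: 0% = DMSO wells median and 100% = median of wells with control inhibitor compound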
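Test system: purified T. brucei MetRS enzyme. Also added: ATP, methionine and E. coli bulk tRNA substrates. Compound: 11.9 µM single point. Schedule: 15 min enzyme-compound preincubation, 2 h reaction, 10 min detection, 25 °C. Signal: luciferase luminescence of residual ATP, Kinase-Glo. Evaluation: percent inhibition versus plate control medians. Controls: DMSO wells, low control.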
Rin1-Abl PPI inh: blocks binding of human Rin1 to Abl; inhibition, % at 7.35 µM; TR-FRET Rin1/Abl binding, biochemical; AID 588664; hit rate 0.4% among 360,000; P00519+Q13671; in the data active = inhibition above about 5%, passing the limit was not always enough
Target sequence (P00519 whole entry, looked up): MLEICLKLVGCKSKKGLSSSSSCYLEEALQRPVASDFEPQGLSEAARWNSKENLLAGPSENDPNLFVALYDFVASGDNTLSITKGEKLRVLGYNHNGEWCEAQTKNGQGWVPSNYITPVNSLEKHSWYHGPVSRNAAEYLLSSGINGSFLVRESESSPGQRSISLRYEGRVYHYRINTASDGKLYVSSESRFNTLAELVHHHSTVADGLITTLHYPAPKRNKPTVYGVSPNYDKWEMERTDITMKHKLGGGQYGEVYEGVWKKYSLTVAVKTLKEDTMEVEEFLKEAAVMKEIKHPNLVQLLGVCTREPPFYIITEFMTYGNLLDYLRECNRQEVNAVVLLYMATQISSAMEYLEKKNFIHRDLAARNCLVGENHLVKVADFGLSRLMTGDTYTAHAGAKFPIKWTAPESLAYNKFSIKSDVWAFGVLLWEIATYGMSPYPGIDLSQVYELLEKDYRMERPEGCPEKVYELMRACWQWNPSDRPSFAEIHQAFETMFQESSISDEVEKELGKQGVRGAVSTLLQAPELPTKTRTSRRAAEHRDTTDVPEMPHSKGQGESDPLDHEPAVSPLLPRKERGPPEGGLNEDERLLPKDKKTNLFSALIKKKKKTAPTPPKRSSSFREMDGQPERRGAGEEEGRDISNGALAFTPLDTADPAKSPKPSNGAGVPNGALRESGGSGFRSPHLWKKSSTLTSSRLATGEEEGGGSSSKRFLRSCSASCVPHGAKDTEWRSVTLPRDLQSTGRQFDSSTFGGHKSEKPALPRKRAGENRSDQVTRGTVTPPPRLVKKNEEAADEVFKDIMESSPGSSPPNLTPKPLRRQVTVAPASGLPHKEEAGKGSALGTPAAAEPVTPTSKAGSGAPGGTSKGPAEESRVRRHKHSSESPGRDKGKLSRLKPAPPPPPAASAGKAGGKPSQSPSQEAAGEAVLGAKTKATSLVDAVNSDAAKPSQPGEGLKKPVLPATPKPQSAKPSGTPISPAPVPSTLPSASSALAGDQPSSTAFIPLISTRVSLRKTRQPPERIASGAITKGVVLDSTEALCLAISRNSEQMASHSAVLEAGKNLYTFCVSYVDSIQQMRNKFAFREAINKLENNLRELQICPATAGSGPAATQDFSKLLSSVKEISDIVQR
Target sequence (Q13671 whole entry, looked up): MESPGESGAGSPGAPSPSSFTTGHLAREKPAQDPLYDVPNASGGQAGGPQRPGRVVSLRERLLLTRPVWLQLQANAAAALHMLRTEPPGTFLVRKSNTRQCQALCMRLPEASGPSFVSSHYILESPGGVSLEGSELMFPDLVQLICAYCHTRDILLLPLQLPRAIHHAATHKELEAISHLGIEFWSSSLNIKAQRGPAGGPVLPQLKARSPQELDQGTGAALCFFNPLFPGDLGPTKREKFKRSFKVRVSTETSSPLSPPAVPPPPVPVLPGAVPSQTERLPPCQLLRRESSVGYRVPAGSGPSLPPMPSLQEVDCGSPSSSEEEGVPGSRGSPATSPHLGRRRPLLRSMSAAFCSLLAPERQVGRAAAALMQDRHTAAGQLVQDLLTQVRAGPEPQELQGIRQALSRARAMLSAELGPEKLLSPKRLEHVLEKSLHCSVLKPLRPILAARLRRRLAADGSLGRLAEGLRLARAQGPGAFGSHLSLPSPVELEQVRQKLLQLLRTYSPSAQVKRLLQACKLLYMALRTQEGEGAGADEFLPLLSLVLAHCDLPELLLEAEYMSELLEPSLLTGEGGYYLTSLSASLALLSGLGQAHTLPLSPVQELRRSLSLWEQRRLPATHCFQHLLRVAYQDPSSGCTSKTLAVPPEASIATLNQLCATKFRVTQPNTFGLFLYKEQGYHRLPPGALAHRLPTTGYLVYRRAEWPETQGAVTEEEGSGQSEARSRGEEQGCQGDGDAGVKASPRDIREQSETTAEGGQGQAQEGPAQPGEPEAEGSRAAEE
CSN deneddyl inh: CSN deneddylation inhibition | inhibition, % at 12.5 µM | Purified CSN, SCF-Nedd8-OG deneddylation, fluorescence polarization | Q92905 | hit rate 0.38% among 360,000;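 active = pattern-corrected inhibition above about 35%, with an unprinted fluorescence ratio check between 0.5 and 1.5, limit read from the data, passing the limit was not always enough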;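 also: 0% = enzyme with substrate and 100% = substrate without enzyme; some results filed as inactive read as strong as hits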
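Detection – fluorescence polarization · System – HEK293T-derived human Csn5 enzyme · Controls – substrate-only high control, full reaction low control · Timing – 90 min, room temperature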
eLon inh: E. coli protease La inhibition. P0A9M0. purified E. coli Lon protease, fluorescence polarization. inhibition, % at 7.94 µM. hit rate 0.42% among 360,000. AID 602123; in the data active = inhibition above about 13%, passing the limit was not always enough;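 also: 0% = enzyme with probe and DMSO and 100% = no enzyme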
Neddylation inh: blocks human cullin neddylation; calls only at 25 µM; P61081+Q13564; TR-FRET cullin neddylation, biochemical; AID 651699; hit rate 0.58% among 360,000; in the data active = inhibition above about 36%
PABP1 MLLE inh: blocks PAM2 peptide binding to the PABP1 MLLE domain. P11940. GST-MLLE / FITC-PAM2 fluorescence polarization. inhibition, % at 20 µM. hit rate 0.36% among 360,000; in the data active = inhibition above about 35%, passing the limit was not always enough;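 also: plate controls were DMSO wells with GST-MLLE for no effect and wells lacking GST-MLLE protein for full effect; some results filed as inactive read as strong as hits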
FAS TE block: blocks the thioesterase domain of human fatty acid synthase | P49327 | recombinant FAS-TE, OMFH fluorogenic substrate, fluorescence endpoint | inhibition, % at 15 µM | hit rate 0.67% among 360,000 | AID 602261;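 active = compounds whose normalised, plate-corrected inhibition of enzyme fluorescence in the single-dose primary screen is 50% or more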;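 also: 0% = DMSO with enzyme and 100% = substrate without enzyme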
* = called active by the depositor; i = inactive; · = no result given; + = active, no number.

SMILES	MsrA inh	MsrA act	TbMetRS inhib	Rin1-Abl PPI inh	CSN deneddyl inh	eLon inh	Neddylation inh	PABP1 MLLE inh	FAS TE block
CC12C(=O)N(c3ccccc3)C(=O)C1C(c1ccccc1)N1CCCN12 (stereo not drawn)	-0.9	-3	0.2	1	0	1	i	5	-3
Cc1nc(NCC2CCCO2)c2nnn(Cc3c(F)cccc3Cl)c2n1 (stereo not drawn)	0.9	-1	-0.4	2	-5	2	i	5	-5
O=S(=O)(Nc1cccc(Cl)c1)c1ccc(-n2cccn2)cc1	-1.9	-6	-0.9	2	-1	0	i	1	6
Cc1ccc(C(=O)Nc2nc3c(s2)CCCC3)o1	3.2	-2	-1.9	-4	-3	-3	i	0	-5
Nc1nn2c(C(F)(F)F)cc(=O)[nH]c2c1N=Nc1cccc(F)c1	·	-4	-0.5	2	-2	11	i	3	-1
CCOc1cc(/C=N/NC(=O)c2ccncc2)cc(Cl)c1OS(C)(=O)=O	0.6	-4	-0.9	-3	2	-13	i	6	4
Nc1ccc(C(=O)OCC(=O)N2CCc3ccccc3C2)cc1[N+](=O)[O-]	0.7	-2	0.1	-4	-13	4	i	-7	23
CCN(CC)C(=O)C1CCC(C)(C(=O)O)C1(C)C (stereo not drawn)	0.4	-6	-0.4	-2	-5	-3	i	3	-8
S=C(c1ccc(-c2cccc(Cl)c2)o1)N1CCCCC1	-0.1	-6	-0.2	-2	-1	-4	i	26	33
O=c1c(-c2ccccc2)nc(-c2ccccc2)cn1O	0.9	6	-0.2	-1	-4	-11	i	2	-5
O=C(c1cccc(NS(=O)(=O)c2ccc(F)c(F)c2)c1)N1CCN(Cc2ccccc2)CC1	-0.9	0	0.4	-2	-5	-8	i	7	0
COC(=O)c1c(NC(=O)c2ccccc2F)sc(C(=O)N2CCOCC2)c1C	1.5	0	0.0	0	-4	7	i	0	0
O=C(c1cc2ccccc2oc1=O)N1CCN(c2ccccn2)CC1	-0.5	-3	0.0	2	5	3	i	3	-8
COc1ccc(NC(=O)CNC(=O)Cn2ccc3ccccc3c2=O)c(OC)c1	-0.8	-14	-1.3	4	3	-3	i	5	-8
Cc1cc2[nH]c(=O)cc(-c3ccccc3)n2n1	0.1	-3	0.2	0	-4	0	·	8	-6
Nc1c(C(=O)Nc2ccccc2)sc2nc(-c3ccco3)ccc12	2.1	0	0.1	1	29	-20	·	-16	6
COc1ccc(-c2noc(N3CCC(C(=O)NCCCN4CCCCC4)CC3)n2)cc1	-0.6	1	-0.7	1	-2	-5	i	-11	-2
CCN1CCN(S(=O)(=O)c2cccc(S(=O)(=O)N3CCOCC3)c2)CC1	-0.4	-3	-0.2	1	-12	-5	i	11	-2
CC(C)(C)CC(=O)N1CCN(c2ccc(S(=O)(=O)N3CCOCC3)cc2[N+](=O)[O-])CC1	0.2	2	-0.3	0	3	-7	i	5	-10
CCCCNC(=S)Nc1ccc(Oc2ccccc2)cc1	0.4	-2	-0.2	1	-1	10	i	-12	11
C#CCOCCOCCOCCNc1nc(N2CCN(C(=O)CCCCCCCCCCNC(=O)[C@H]([C@@H](C)CC)n3cc(CCCCCN)nn3)CC2)nc(N2CCN(C(=O)CCCCCCCCCCNC(=O)[C@H](CO)n3cc(CCCCCN)nn3)CC2)n1	·	7	-0.3	6	6	-12	i	-10	-31
O=C1c2ccccc2C(Nc2ccc(S(=O)(=O)N3CCOCC3)cc2)N1c1cccnc1 (stereo not drawn)	0.4	-1	0.1	3	5	-9	i	-15	-6
COc1ccc(OCCC(=O)OCC(=O)NC(=O)NC(C)(C)C)cc1	0.1	-9	-0.8	2	0	-7	i	11	-4
CC(C)CC(NC(N)=O)C(=O)OCC(=O)Nc1ccc(SC(F)F)cc1 (stereo not drawn)	-0.2	-2	-0.5	0	-5	4	i	23	5
COC(=O)c1ccc(COC(=O)Cc2n[nH]c(=O)c3ccccc23)cc1	-0.5	-12	-0.7	1	-5	4	i	-12	-1
Cc1c(OCc2ccc([N+](=O)[O-])cc2)ccc2c3c(c(=O)oc12)CCC3	0.8	-3	0.4	-2	3	2	i	-6	0
Cc1c(C(=O)NC(=S)N(Cc2ccccc2)c2ccccn2)cccc1[N+](=O)[O-]	0.7	0	-0.5	1	-5	-4	i	-50	0
O=C(COC(=O)Cc1cccs1)Nc1cc(S(=O)(=O)N2CCOCC2)ccc1Cl	-0.6	-2	-0.4	1	-3	-3	i	13	-4
CCOc1ccc(C)cc1S(=O)(=O)NC1CCCCC1	0.3	-2	-1.0	-2	1	2	i	11	0
CC(C)OC(=S)N/C(=N\S(=O)(=O)c1ccccc1)c1ccccc1	0.4	-1	0.3	2	2	-8	i	32	-4
CC(C)CCNC(=O)/C=C/c1ccc(Br)cc1	1.3	-2	-0.1	-3	-11	9	i	-4	0
Cc1cc(OCC(=O)NCCc2ccc(S(N)(=O)=O)cc2)c2c(C)cc(=O)oc2c1	-0.7	-4	0.0	-1	-3	-12	·	9	-7
COc1ccc2c(C(=O)c3ccc(C)cc3)n(CCC(N)=O)[n+]([O-])c2c1	0.7	1	-0.2	1	1	1	i	-7	-10
Nc1ncnc2c1ncn2[C@@H]1O[C@H](CNCc2cccc(C#Cc3ccccc3)c2)[C@@H](O)[C@H]1O	-0.3	0	-0.2	2	3	-7	+	-16	-3
Cc1ccc(F)c([C@H]2[C@H]3C=CC[C@@H](C)[C@@H]3C(=O)N2Cc2ccccc2)c1	0.1	-2	0.0	2	4	-16	i	2	18
CCc1ccc(OCC(=O)NNC(=O)Cc2c(F)cccc2Cl)cc1	-1.0	-6	-0.4	3	-1	8	i	0	-7
O=C(NCc1cccs1)c1cc(C2CC2)on1	0.4	0	0.9	2	-9	5	i	-10	-9
CCN(CC(=O)Nc1ccccc1C(F)(F)F)C(=O)c1ccccc1Sc1ccccc1C#N	-0.1	0	-0.3	-1	-2	-3	i	1	0
COc1cc(OC)c2c(-c3cccc(-c4cccc(C)c4)c3)cc(=O)oc2c1	1.4	-4	-2.6	-2	-3	-1	i	-10	21
COc1ccc(NC(=O)Nc2ccc(Cc3ccncc3)cc2)c(OC)c1	-1.2	-2	0.3	0	-18	-1	i	5	0
CCOC(=O)[C@H]1[C@H]2COc3ccc(OC)cc3[C@@H]2N2C(=O)CN(Cc3ccccc3)C(=O)[C@@]12C	0.0	1	-0.3	1	-2	-2	i	-1	1
Nc1nnc(CC(=O)N/N=C/c2ccc(-c3cccc(C(=O)O)c3)o2)s1	5.2*	-7	0.2	-5	-2	-12	i	0	-6
COc1ccc2[nH]c(=O)c(CN(CCc3cccc(C)c3)C(C)=O)cc2c1	0.9	-3	-0.5	-4	-3	3	i	-1	-5
Cc1cccc(COC(=O)Nc2ccc(NC(=O)c3ccccc3Cl)cc2)c1	0.8	-6	-0.3	-2	2	-6	i	-4	-3
COC(=O)c1cnc(Nc2nc(C(N)COCc3ccccc3)cs2)nc1C(F)(F)F (stereo not drawn)	0.0	-3	-0.3	-2	2	-15	i	-16	-32

One compound at a time (already shown). Order of screens: MsrA inh | MsrA act | TbMetRS inhib | Rin1-Abl PPI inh | CSN deneddyl inh | eLon inh | Neddylation inh | PABP1 MLLE inh | FAS TE block
Cc1ccc(F)c([C@H]2[C@H]3C=CC[C@@H](C)[C@@H]3C(=O)N2Cc2ccccc2)c1 across the screens: 0.1 | -2 | 0.0 | 2 | 4 | -16 | i | 2 | 18
COc1ccc2[nH]c(=O)c(CN(CCc3cccc(C)c3)C(C)=O)cc2c1 across the screens: 0.9 | -3 | -0.5 | -4 | -3 | 3 | i | -1 | -5
COC(=O)c1cnc(Nc2nc(C(N)COCc3ccccc3)cs2)nc1C(F)(F)F (stereo not drawn) across the screens: 0.0 | -3 | -0.3 | -2 | 2 | -15 | i | -16 | -32
COc1cc(OC)c2c(-c3cccc(-c4cccc(C)c4)c3)cc(=O)oc2c1 across the screens: 1.4 | -4 | -2.6 | -2 | -3 | -1 | i | -10 | 21

(continued)
SMILES	MsrA inh	MsrA act	TbMetRS inhib	Rin1-Abl PPI inh	CSN deneddyl inh	eLon inh	Neddylation inh	PABP1 MLLE inh	FAS TE block
COc1ccc(OC)c(/C=C/C(=O)c2ccc(Cl)cc2)c1	0.8	-3	-0.4	0	3	-9	i	-10	-9
COC(=O)c1cc(OC)c(OC)cc1NC(=O)C1CCCO1 (stereo not drawn)	-0.3	0	-0.3	1	0	1	i	15	-4
O=c1c2c3c(sc2ncn1/N=C/c1ccco1)CCCC3	-0.7	-7	-1.2	3	2	-1	i	-8	3
C=CCNc1ncnc2c1ncn2[C@H]1CN(CCc2ccccc2)C[C@@H](CO)O1	1.5	-6	-0.3	4	-2	2	i	0	-4
O=C(NC1CCCC1)C(c1ccc(F)cc1)N(Cc1ccccc1)C(=O)c1csnn1 (stereo not drawn)	-0.3	-1	-1.0	-3	0	3	i	19	2
COc1cccc(Nc2nc(N)nc(-c3oc4ccccc4c3C)n2)c1	0.5	-3	-0.6	1	-2	-1	i	9	26
Cc1cccc(C)c1NC(=O)CN(C)C(=O)c1cccc(NS(=O)(=O)c2ccccc2)c1	1.7	-8	-0.4	-4	-6	-2	i	3	-1
CCOc1ccc(CCNC(=O)COC(=O)c2ccc[nH]c2=O)cc1OCC	0.2	-2	0.3	1	1	6	i	-3	-6
CN(C)c1cc[n+](CC(=O)Nc2ccccc2C(F)(F)F)cc1	-0.1	-2	0.4	0	3	-3	i	-7	-2
COc1ccc(S(=O)(=O)N2CC=C(C(=O)NC3CCCC3)CC2)cc1	-0.4	-3	0.3	3	3	-11	i	-1	-2
CCCNC(=O)NC(=O)CSc1nnc(-c2c[nH]c3ccccc23)o1	-0.7	-2	-0.2	-1	0	9	i	-57	1
COC(=O)c1c(NC(=O)CSc2nnnn2-c2ccccc2)sc2c1CCC(C)C2 (stereo not drawn)	1.9	0	1.5	-2	4	4	i	-20	22
CCn1nc(NC(=O)c2cccnc2)c2cc3cccc(C)c3nc21	-0.4	0	-0.8	-6	3	4	·	-1	2
CCOc1ccc(/C=N/NC(=O)c2cc3c(OC)cc(OC)cc3[nH]2)cc1OC	3.0	-4	-0.8	-1	5	0	·	-1	13
CCOC(=O)C(=Cc1ccc(-c2ccsc2C(=O)OC)o1)C(=O)OCC	0.1	-1	0.3	-3	118*	-10	·	-9	2
O=C(Nc1ccccc1C(=O)N1CCCC1)c1ccccc1	2.3	-9	-0.6	4	2	-6	i	-14	-9
NC(=S)N/N=C/C=C/c1ccccc1	5.2*	-8	-0.1	-4	-6	11	i	-38	-12
Cc1cccnc1C1=NOC(Cc2ccccc2)C(=O)N1Cc1ccc(F)cc1 (stereo not drawn)	-1.2	0	0.2	-1	-2	1	i	2	22
CCCOc1ccc(-c2cn3ccccc3n2)cc1[N+](=O)[O-]	-0.2	-9	-0.1	0	0	8	i	-19	16
CCCSc1nc2c(cnn2-c2ccc(C)c(C)c2)c(=O)[nH]1	-1.1	0	-0.1	0	-1	-12	i	4	-4
COc1ccc(OC)c2[nH]c(=O)c(CCNC(=O)COc3ccccc3)cc12	1.9	-3	-1.1	-1	-1	-8	i	-2	-6
CC1C(=O)N2CCCc3cc(NC(=O)CC(C)(C)C)cc1c32 (stereo not drawn)	0.7	-1	0.5	4	3	2	i	5	-1
CCc1nc2c(OCc3ccc(Cl)cc3Cl)cccn2c1N(C)C(C)=O	0.3	-4	0.7	-3	-2	0	i	4	2
O=C(COc1ccc(Cl)cc1Br)Nc1nnc(C2CC2)s1	-0.6	-6	0.1	5	2	2	i	-7	0
O=C(Nc1ccc(F)cc1)C(c1ccnc2ccccc12)N1CCN(c2cccc(C(F)(F)F)n2)CC1 (stereo not drawn)	-0.2	·	0.1	·	-3	·	i	·	·
